# All columns: NCI-60 one-dose screen, growth in % after 48 h at 10 µM unless noted; 100 = growth as untreated, 0 = no growth, -100 = all killed.
# HL-60(TB): HL-60(TB) leukemia cells. 78,000 compounds, 9% hits; active = growth percent below 10
# * = called active by the depositor; & = joins results of further samples; [ ] = another dose, or the depositor's remark.
# The opening three records as a preview:
SMILES,HL-60(TB)
C=CC(COC(c1ccccc1)(c1ccccc1)c1ccccc1)N(CC)CC (stereo unspecified),48
COc1cc(-c2nc3ccc(F)cc3s2)ccc1NC(=O)/C=C/c1cc(OC)c(OC)c(OC)c1,89
CCN(CC)CC(Cc1ccccc1)OC(=O)c1ccccc1 (stereo unspecified),126

# Main list, from the first entry:
SMILES,HL-60(TB)
C=CC(COC(c1ccccc1)(c1ccccc1)c1ccccc1)N(CC)CC (stereo unspecified),48
COc1cc(-c2nc3ccc(F)cc3s2)ccc1NC(=O)/C=C/c1cc(OC)c(OC)c(OC)c1,89
CCN(CC)CC(Cc1ccccc1)OC(=O)c1ccccc1 (stereo unspecified),126
O=C(O)c1ccc(-c2nn(-c3ccc(C(=O)O)cc3)cc2/C=N/NC(=O)c2ccncc2)cc1,99
N/C(=N\C(N)=N\c1nc2ccccc2s1)c1ccc(I)cc1,82
Cc1nc2ccc(Cl)cc2n1C,101
CCCCCCCN(CCCCCCC)CC(O)c1ccc2ccc3ccc(Cl)cc3c2c1 (stereo unspecified),137
CN1CCc2cc3c(cc2[C@H]1[C@@H]1OC(=O)c2c1ccc1c2OCO1)OCO3,101
C=CC[Se]C(=O)c1cncc(C(=O)[Se]CC=C)c1,-26*
N#Cc1c(-c2ccc(C(F)(F)F)cc2)cc(N2CC(O)C2)n2c1nc1ccccc12,118
COc1cc(-c2ncc(-c3ccccc3)[nH]2)ccc1O,81
C=CCOC(Cn1ccnc1)c1ccc(Cl)cc1Cl (stereo unspecified),102&109
COc1cc(CNC(=O)c2ccccc2)ccc1OCC(=O)NO,109
NS(=O)(=O)c1ccc(NC(=O)Nc2nnc(-c3ccc(F)cc3)s2)cc1,114
Cc1cc(C)c(C)c(C(=O)O)c1C,93
Cc1ccc2c(n1)C(=O)C(Br)=C(c1ccc([N+](=O)[O-])cc1)C2=O,99
C=C(C)[C@@H]1C[C@H](O)Cc2cc(Cl)cc(Cl)c2N1,112
CCCn1nc(C(=O)N2CCCCC2)c2c1CCC(NCCc1ccncc1)C2 (stereo unspecified),98
O=C(O)c1c(Cl)c(Cl)c(Cl)c(Cl)c1C(=O)O,77
CC(=O)O[C@@H]1CC[C@]2(C)[C@H]3CC[C@]4(C)[C@@H](OC(C)=O)CC[C@H]4[C@@H]3C[C@@H]3SC(c4cccc(C)c4)N[C@@]32C1 (stereo partly specified),103
O=C1NC(=O)[C@@H]2CC=CC[C@H]12,99
CCOC(=O)n1cc(-c2nonc2-c2cn(C(=O)OCC)c3ccc(OC)cc23)c2cc(Br)ccc21,95
COc1ccc(S(=O)(=O)Nc2ccc(OCc3nnc(-c4ccc(Cl)cc4)o3)c(F)c2)cc1,51
CCOC(=O)c1c(C)oc2ncnc(N3CCN(C(=O)COc4ccccc4)CC3)c12,107
Cc1nc(N)nc(Cl)c1CCC1OCCO1,98

# Entries above that contain an aryl methoxy group:
SMILES,HL-60(TB)
COc1cc(-c2nc3ccc(F)cc3s2)ccc1NC(=O)/C=C/c1cc(OC)c(OC)c(OC)c1,89
COc1cc(-c2ncc(-c3ccccc3)[nH]2)ccc1O,81
COc1cc(CNC(=O)c2ccccc2)ccc1OCC(=O)NO,109
CCOC(=O)n1cc(-c2nonc2-c2cn(C(=O)OCC)c3ccc(OC)cc23)c2cc(Br)ccc21,95
COc1ccc(S(=O)(=O)Nc2ccc(OCc3nnc(-c4ccc(Cl)cc4)o3)c(F)c2)cc1,51

# (continued)
SMILES,HL-60(TB)
COc1cc(C(NS(=O)(=O)c2ccc(C)cc2)c2nnc(-c3ccccc3)o2)cc(OC)c1OC (stereo unspecified),101
COc1cccc(/C=N\Nc2ccc([N+](=O)[O-])cn2)c1O,58
CC12CCC3C(CC=C4CC(Cl)CCC43C)C1C/C(=C\c1ccc(OCC(=O)N3CCOCC3)cc1)C2=O (stereo unspecified),67
COc1cc(-c2nc3ccccc3s2)ccc1NC(=O)COc1ccc(Cl)cc1,56
O=C1NC(=O)C2(CCc3ccccc3C2)N1 (stereo unspecified),104
CC(=O)N1N=C(c2cccc(Nc3ccncc3)c2)CC1c1ccc2c(c1)OCO2 (stereo unspecified),90
CC(=O)Nc1ccc(-c2cn(-c3cccc(C(=O)Nc4cc(C(F)(F)F)cc(C(F)(F)F)c4)c3)nn2)cn1,-60*
Cc1[nH]c2ccccc2c1C(=O)C(N)=O,116
CCCCCCCC/C=C\CCCCCCCC(=O)OC/C=C\COC(=O)CCCCCCC/C=C/CCCCCCCC,98
Nc1cc2ccccc2cc1NS(=O)(=O)N1CCCCC1,103
CCC(c1ccc(OC)cc1)C(CC)c1ccc(O)c(CN2CCCCC2)c1 (stereo unspecified),53
O=C1C(O)C(O)C(O)C(O)C1O (stereo unspecified),103&134
N#Cc1c(Nc2ccccc2)nn2c(-c3ccc4ccccc4c3)ccnc12,107
CC(C)CCC[C@@H](C)[C@H]1CC[C@H]2[C@@H]3CC[C@@H]4C[C@@H](O)CC[C@]4(C)[C@H]3CC[C@]12C,98
Oc1ccccc1C(O)(c1ccccc1)c1ccccc1,90
Cc1cc(=O)n(C(=S)Nc2ccc([N+](=O)[O-])cc2)c2cc(O)ccc12,105
Cc1cc(CN(CCO)CCO)c(O)c(CN(CCO)CCO)c1,87
CC(=O)OC(OC(C)=O)c1cc2c(cc1Cl)OCO2,92
S=C(NC1CCCCC1)NC1CCCCC1,149
COc1ccc(-c2cn(Cc3cc4ccccc4s3)nn2)cc1OCCN1CCCCC1,77
COCCCN1CC(O)=C(c2nc(-c3ccc(C)cc3)cs2)C1=N,85
Oc1ccc2ccccc2c1Br,100
N#C/C(=C\c1ccc([N+](=O)[O-])cc1)c1ccccc1,90
O=S(=O)(F)c1ccc2nc(-c3ccccc3)cc(Cl)c2c1,106
COC(=O)C1NC(=S)N(c2ccccc2C)C1/C=C/c1ccccc1 (stereo unspecified),89

# By substructure: those above with a COOH group
SMILES,HL-60(TB)
O=C(O)c1ccc(-c2nn(-c3ccc(C(=O)O)cc3)cc2/C=N/NC(=O)c2ccncc2)cc1,99
Cc1cc(C)c(C)c(C(=O)O)c1C,93
O=C(O)c1c(Cl)c(Cl)c(Cl)c(Cl)c1C(=O)O,77

# Reprinted at random: 4 entries already listed, in no set order.
SMILES,HL-60(TB)
CC(C)CCC[C@@H](C)[C@H]1CC[C@H]2[C@@H]3CC[C@@H]4C[C@@H](O)CC[C@]4(C)[C@H]3CC[C@]12C,98
Cc1cc(=O)n(C(=S)Nc2ccc([N+](=O)[O-])cc2)c2cc(O)ccc12,105
N#C/C(=C\c1ccc([N+](=O)[O-])cc1)c1ccccc1,90
COc1cc(C(NS(=O)(=O)c2ccc(C)cc2)c2nnc(-c3ccccc3)o2)cc(OC)c1OC (stereo unspecified),101

# More entries.
SMILES,HL-60(TB)
Cc1ccc([N+]2=NOC(=O)C2S(=O)(=O)Nc2nc(-c3ccc(Cl)cc3Cl)cs2)cc1 (stereo unspecified),102
O=NN(CCCl)C(=O)Oc1cc(Cl)c(Cl)cc1Cl,107
COc1ccc(-c2ccnc(=S)[nH]2)cc1,107
CC(=O)N(C)O,95
NC(=O)c1ccc(-c2cnc(N)c(-c3ccc(C(F)(F)F)cc3)n2)cc1,84
Clc1ccc2c(NCCCn3cnc4c(N5CCCC5)nc(Cl)nc43)ccnc2c1,82
Nc1ccc2[nH]c3ccccc3c2c1,105
N#C/C(=C\c1ccc2c(c1)OCO2)c1cc2ccccc2[nH]1,55
CC[C@H](C)[C@H](NC(=O)c1cnccn1)C(=O)N(C)[C@H](C[C@@H](OC(C)=O)c1nc(C(=O)N[C@@H](Cc2ccccc2)C[C@H](C)C(=O)OC)cs1)C(C)C,-44*
COc1ccc(-n2nc(C(=O)NCCC(=O)O)nc2-c2ccccc2)cc1,97
O=C(NCCCCCCCCNC(=O)c1cccc2ccccc12)c1cccc2ccccc12,47
CCN1C(=O)N(CC)C2C1NC(=S)N2/N=C/C=C/c1cccs1 (stereo unspecified),-41*
O=C(c1nc2ccccc2[nH]1)C1C(c2ccc([N+](=O)[O-])cc2)C2CC3CCCCC3N2[C@@]12C(=O)Nc1cc(Cl)ccc12 (stereo partly specified),8.4*
C=CCC(C(=O)NCCN(CC)CC)(c1ccccc1)c1ccccc1,93
Cc1nn(-c2ccccc2)c2nc(Cl)c(/C=C/C(=O)c3ccccc3)c(-c3ccc(Cl)cc3)c12,109
O=C(Nc1ccc2c(c1)OCCO2)C(=O)c1c[nH]c2ccccc12,14
CC(CN)[C@@H]1CC[C@]2(CO)CC[C@]3(C)[C@H](CC[C@@H]4[C@@]5(C)CCC(N)C(C)(C)[C@@H]5CC[C@]43C)[C@@H]12 (stereo partly specified),32
N#Cc1c(NC(=O)Nc2ccccc2Br)sc2c1CCCC2,99
CC(C)CC(CC(C)C)OB(OC(CC(C)C)CC(C)C)OC(CC(C)C)CC(C)C,69
Cc1ccc(N2COc3ccc4ccccc4c3C2)cc1,78&98
O=C(Nc1ccc(CN2CCc3nc4cc(O)c(O)cc4cc32)cc1)c1cccc(Cl)c1Cl,106
CC(C)NC(=O)C1(N2C(=O)c3ccccc3C2=O)CCCC1,99
Cn1cnc2c(=O)nc(N)n(C)c21,73
CN(C)c1ccc(/C=C2\N=C(c3ccccc3)OC2=O)cc1,104
COc1ccc([C@H]2C(=O)N(c3cc(OC)c(OC)c(OC)c3)[C@@H]2c2ccc(OC)c(O)c2)cc1,-21*

# Carrying on.
SMILES,HL-60(TB)
NC(=O)c1c(NC(=O)c2ccc(C(F)(F)F)cc2)sc2c1CCC(=O)C2,6.4*
Cc1noc(C)c1CSc1nc2cc(Cl)c(Cl)cc2[nH]1,123
COc1cc(NCC(O)CO)c2ncccc2c1 (stereo unspecified),107
S=c1[nH]c(-c2ccccc2)cs1,134
Cc1cc(Br)c(O)c(Br)c1,79
Cc1[nH]c(-c2cc(N)ccc2Cl)c2c1C(=O)CCCC2,-14*
CCCCN(CCCC)CC(=O)c1ccc2cc(Br)c3ccccc3c2c1,104
CCn1c2ccccc2c2cc(-n3nncc3-c3ccccc3)ccc21,3.7*
CCOC(=O)c1c(C)oc2ncnc(Nc3ccc(OCc4ccc(Cl)c(Cl)c4)cc3)c12,97
Cc1ccc(-n2c(SCC(=O)Nc3ccc(-c4nc5ccccc5[nH]4)cc3)nc3ccccc3c2=O)cc1,103
Fc1cc(-c2cnc3nonc3n2)c(Cl)cc1Cl,-20*
Cc1ccnc(SC#N)n1,111
CN(C)c1ccc(/C=C(/C#N)C(N)=O)cc1,39
COc1ccc(/C=N/N=C(/C)c2nnn(-c3ccc(Cl)cc3)c2C)cc1,102
CC1(C)OC[C@H]([C@@H]2OC(=C(c3ccccc3)c3ccccc3)[C@@H]3OC(C)(C)O[C@H]23)O1,51
Cc1ccc(N(C(=O)C2CC2c2ccc(F)c(F)c2)C(C(=O)NCCN2CCOCC2)c2ccc([N+](=O)[O-])cc2)cc1 (stereo unspecified),96
Nc1c(C(=O)N(c2ccccc2)c2ccccc2)sc2nc3c(cc12)C(=O)CCC3,105
Cc1ccc(S(=O)(=O)Nn2c(COc3ccccc3)nc3ccccc3c2=O)cc1,108
Cc1ccc(Nc2nc3c(s2)C2=CC[C@H]4[C@@H]5CC[C@H]([C@H](C)CCCC(C)C)[C@@]5(C)CC[C@@H]4[C@@]2(C)CC3)cc1,106
N#Cc1c(NC(=O)C(Cl)(Cl)Cl)sc2c1CCCC2,121
O=C(Nc1ccncc1)C(=O)c1cn(S(=O)(=O)c2cccc3ccccc23)c2ccccc12,64
COc1ccc([C@@H]2c3[nH]c4ccccc4c3CC3C(=O)N(C4CCN(Cc5c(F)cccc5F)CC4)CC(=O)N32)c(OC)c1 (stereo partly specified),40[5.26 µM]
COc1ccc(-c2cc(-c3ccccn3)c(C#N)c(=O)[nH]2)cc1S(N)(=O)=O,103
Cc1cccc2cc(C(c3nnnn3Cc3ccc4c(c3)OCO4)N3CCN(C)CC3)c(=O)[nH]c12 (stereo unspecified),112
C/C(=C(/c1ccc(Cl)cc1)c1ccc(OCCN2CCCC2)cc1)c1ccc(Cl)cc1,69

# New compounds follow
SMILES,HL-60(TB)
CSc1nn2c(-c3ccc(Cl)cc3)ccnc2c1C#N,94
CN1C(=O)N(C)C2C1NN=c1s/c(=C\c3ccc(F)cc3)c(=O)n12 (stereo unspecified),-22*
N#Cc1ccc(-c2cn(CC(=O)Nc3nc4ccccc4s3)nn2)cc1,100
COc1ccc2c(c1)c(CC(=O)[Se]C)c(C)n2C(=O)c1ccc(Cl)cc1,-39*
N#[N+]c1nc2ncnc(N)c2[nH]1,103
Nc1cc2c(cc1Br)-c1ccc(F)cc1C2=O,81
COc1ccc(C2C3Cc4cc(OC)c(OC)cc4C3=NN2C(=O)Nc2c(C)cccc2C)cc1 (stereo unspecified),84
COC(=O)[C@]12CC[C@@H](C)[C@H](C)[C@H]1[C@]13O[C@H](C1=O)[C@@H]1[C@@]4(C)CC[C@H](OC(C)=O)C(C)(C)[C@@H]4CC[C@@]1(C)[C@]3(C)CC2,105
N#CC(CCCN1CCCCC1)(c1ccccc1)c1ccccc1,106
COc1cc2c(cc1OC)=NC(=O)/C(=C\c1sc(=O)[nH]c1O)C=2,96
COc1ccc(/C=N/NC(=O)c2cn(C3CC3)c3c(OC)c(N4CC5CCCNC5C4)c(F)cc3c2=O)cc1 (stereo unspecified),81
C#CCC1(CC#C)C(=O)[C@@H]2C[C@@H](O)[C@@H](O)C[C@]2(C)[C@H]2CC[C@@]3(C)C(=C21)CC[C@@H]3[C@@](C)(O)[C@H](O)CCC(C)(C)O,73
CC(=O)CC(=O)OC1CCCCC1,76
ClC(Cl)(Cl)c1nc2ccccc2s1,87
Nc1nc2cc(-c3ccc4ncnc(NCc5ccccc5)c4c3)ccc2o1,-44*
O=[N+]([O-])c1ccc2[nH]cc(-c3c4ccsc4cc4[nH]c5ccc([N+](=O)[O-])cc5c34)c2c1,8.1*
COc1ccc(-c2csc(NC(=O)c3cc(OC)c(OC)c(OC)c3)n2)cc1,102
Cc1ccc(Nc2ncc3c(=O)[nH][nH]c(=O)c3n2)cc1,91
CCSC(=O)c1ccc([N+](=O)[O-])o1,103
CCN(CC)c1ccc(/C=C2/SC(=O)NC2=O)c(O)c1,110
CC(C)CN(CCc1ccccn1)CC(C)C,95
Cc1cc(N2CCOCC2)nc(N2CCN(CC(=O)Nc3ccc4c(ccn4C)c3)CC2)n1,86

# Some of the compounds tested; the hit share may differ from the screen's.
